S1P3 ag: S1P3 (human) receptor agonism | Q99500 | S1P3 NFAT-BLA reporter cells, FRET ratio; relative to 1 µM S1P, basal subtracted | activation, % at 4.5 µM | 60,000 compounds, 0.1% hits | AID 373;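 active means activation above the screen-wide mean plus 3 SD, cut at about 4.5% in these data, passing the limit was not always enough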; further: some compounds called inactive have numbers as strong as hits
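Assay system: CHO cells stably expressing human S1P3, Gα16 and NFAT-β-lactamase reporter. Timing: overnight plating, 4 h compound 37 °C, 2 h substrate RT. Signal: β-lactamase FRET emission ratio 460/535 nm. Measure: percent activation versus median 1 µM S1P response, basal-subtracted, per plate. Repeats: primary screen single test, confirmation screen in triplicate.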
5HT1E antag: 5-HT1E (human) receptor antagonism; P28566; CHO 5-HT1E Ga15 NFAT-bla reporter, FRET, antagonist; inhibition, % at 6 µM; 65,000 compounds, 0.99% hits; AID 571;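 active means inhibition above a set limit, the mean inhibition across every tested compound plus 3 SD, cut at about 29% in these data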;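 further: signal is the 460 over 535 nm emission ratio of beta-lactamase substrate; 0% = agonist plus DMSO wells and 100% = wells without agonist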
HEK293 NFkB inh: inhibitors of the PMA/ionomycin-induced NF-kB reporter in HEK293 cells; HEK-293 NF-kB luciferase reporter, luminescence; 62,000 compounds, 0.21% hits; inhibition, % at 3 µM;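 active means inhibition above the mean of all tested compounds plus 3 SD, cut at about 40% in these data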;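 further: 0% = stimulated DMSO wells and 100% = 10 µM reference inhibitor 5653914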
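Signal: luciferase luminescence; Material: HEK-293 cells with stable firefly luciferase reporter driven by four HIV NF-kB elements; Probe or stimulus: PMA with ionomycin; Replication: tested once; Times: 1 h compound pretreatment, then 16 h stimulation at 37 °C, 5% CO2; Benchmarks: DMSO and 10 µM reference inhibitor; Evaluation: per-plate % inhibition versus controls.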
M1 antag: antagonists of rat M1 muscarinic receptor. P08482. B-score at 10 µM. 64,000 compounds, 3.4% hits. AID 628. CHO-M1 cells, Fluo-4 calcium, ACh EC80 antagonist mode; stronger effect = lower value;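 active means calcium fluorescence response, raw or row-and-column corrected B-score, differing from the plate sample mean either way at a set confidence level, mostly lower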
5HT1E ag: agonists of human 5-HT1E serotonin receptor | 65,000 compounds, 0.69% hits | AID 574 | activation, % at 6 µM | CHO 5-HT1E Ga15 NFAT-bla reporter, FRET; 0% DMSO wells, 100% control agonist wells | P28566;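 active means activation above a set limit, the screen-wide mean activation plus 3 SD, cut at about 8.5% in these data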;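 further: 100% = positive control agonist at 1 µM giving full maximal response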
M1 ag: activates the M1 muscarinic receptor. CHO-M1 cells, Fluo-4 calcium fluorescence, agonist mode; stronger effect = higher value. B-score at 10 µM. 64,000 compounds, 3% hits. AID 626;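 active means fluorescence rise, raw or as B-score row- and column-corrected plate score, outside the 99.7% band of its plate's samples, either direction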
HER2 expr 66K: Her2 kinase expression inhibition; P04626; SKBR-3 HER2 protein level, AlphaScreen, 18-24 h; stronger effect = lower value; HER2 level % of control, % at 10 µM; 65,000 compounds, 0.69% hits; AID 645;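 active means HER2 level under 5% of the carrier-only control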;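 further: 100% = DMSO carrier and 0% = 500 nM PU-H71 HSP90 inhibitor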
Target sequence (P04626 whole entry, looked up): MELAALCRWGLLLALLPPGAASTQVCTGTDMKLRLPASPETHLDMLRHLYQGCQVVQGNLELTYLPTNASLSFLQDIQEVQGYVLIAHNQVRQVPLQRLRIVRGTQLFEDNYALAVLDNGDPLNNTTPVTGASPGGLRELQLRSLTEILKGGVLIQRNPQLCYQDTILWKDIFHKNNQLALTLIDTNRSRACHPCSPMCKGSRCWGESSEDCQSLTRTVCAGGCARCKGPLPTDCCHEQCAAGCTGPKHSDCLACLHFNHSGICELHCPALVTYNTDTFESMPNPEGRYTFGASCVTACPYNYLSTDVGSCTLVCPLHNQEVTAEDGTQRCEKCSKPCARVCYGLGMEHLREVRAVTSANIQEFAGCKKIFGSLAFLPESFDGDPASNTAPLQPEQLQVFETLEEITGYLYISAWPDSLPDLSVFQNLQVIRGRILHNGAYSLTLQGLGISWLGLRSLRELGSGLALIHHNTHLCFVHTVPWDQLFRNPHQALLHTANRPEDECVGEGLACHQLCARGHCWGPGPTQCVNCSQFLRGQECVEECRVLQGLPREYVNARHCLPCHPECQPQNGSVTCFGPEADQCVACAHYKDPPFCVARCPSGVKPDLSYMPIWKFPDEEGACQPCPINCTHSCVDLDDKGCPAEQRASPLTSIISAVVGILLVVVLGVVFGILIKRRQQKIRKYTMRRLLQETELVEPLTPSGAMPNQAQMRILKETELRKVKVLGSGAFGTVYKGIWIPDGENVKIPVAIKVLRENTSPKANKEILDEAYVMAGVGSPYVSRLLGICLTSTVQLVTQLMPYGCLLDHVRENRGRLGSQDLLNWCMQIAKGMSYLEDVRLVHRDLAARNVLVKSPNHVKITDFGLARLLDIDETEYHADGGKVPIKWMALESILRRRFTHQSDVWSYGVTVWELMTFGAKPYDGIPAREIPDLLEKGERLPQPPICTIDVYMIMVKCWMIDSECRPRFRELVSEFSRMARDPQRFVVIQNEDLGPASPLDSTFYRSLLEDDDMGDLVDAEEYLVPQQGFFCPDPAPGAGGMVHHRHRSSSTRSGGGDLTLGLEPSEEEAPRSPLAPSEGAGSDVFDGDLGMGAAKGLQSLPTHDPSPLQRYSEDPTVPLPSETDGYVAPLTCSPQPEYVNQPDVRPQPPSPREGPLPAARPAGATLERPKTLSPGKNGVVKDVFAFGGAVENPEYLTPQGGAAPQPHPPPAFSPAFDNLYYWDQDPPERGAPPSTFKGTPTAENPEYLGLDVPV
S1P1 ag-PAM: activates or potentiates agonism at human S1P1 receptor. AID 449. P21453. S1P1 CRE-bla cells, forskolin, beta-lactamase FRET, potentiator mode; S1P1 agonist co-added at EC20, 2 nM; 100% = saturating reference agonist, 0% = basal. activation, % at 9.5 µM. 56,000 compounds, 0.57% hits;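 active means activation above a cutoff set at the mean activation of all tested compounds plus 3 SD, cut at about 54% in these data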;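 further: forskolin at 4 µM as EC80 and the EC20 agonist is SEW2871; 100% = SEW2871 at its EC100 plus forskolin at EC80; some compounds past the cut are filed as inactive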
Jurkat tox 60K: cytotoxicity toward Jurkat cells; Jurkat E6.1 viability, ATP luminescence, 48 h; inhibition, % at 4 µM; 56,000 compounds, 1.2% hits; AID 463;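 active means inhibition above the mean inhibition of all tested compounds plus 3 SD, cut at about 28% in these data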
Starred values were filed as active, the others as inactive; / = not tested or not shown.

Start of the data: the first 5 compounds, to show the layout:
Results follow in this order: S1P3 ag	5HT1E antag	HEK293 NFkB inh	M1 antag	5HT1E ag	M1 ag	HER2 expr 66K	S1P1 ag-PAM	Jurkat tox 60K
(1) O=C(CN1CCC(n2nnc3cc(C(F)(F)F)ccc32)CC1)NCc1cccs1
→ -0.9	-12	18	/	0.8	/	73	18	7
(2) O=C(O)C1CC(=O)N(Cc2cccnc2)C1 (centres undefined)
→ 0.8	-10	1	0.81	0.1	0.016	83	3	-4
(3) Cc1cc(NC(=O)Cn2nc(C(F)(F)F)c3c2CCCC3)no1
→ 0.4	6	-2	0.21	-0.1	0.95	110	4	3
(4) O=C(c1ccc(Cl)c(F)c1F)N1CCCC1
→ -0.6	-13	14	1.7	-0.5	-0.99	105	-16	3
(5) CCn1ncc(C2=NOC(C(=O)N3CCC(C(N)=O)CC3)C2)c1C (centres undefined)
→ 0.4	-8	4	-0.73	-1.2	-0.25	91	-10	-2

This part in full, previewed entries included:
Results follow in this order: S1P3 ag	5HT1E antag	HEK293 NFkB inh	M1 antag	5HT1E ag	M1 ag	HER2 expr 66K	S1P1 ag-PAM	Jurkat tox 60K
(1) O=C(CN1CCC(n2nnc3cc(C(F)(F)F)ccc32)CC1)NCc1cccs1
→ -0.9	-12	18	/	0.8	/	73	18	7
(2) O=C(O)C1CC(=O)N(Cc2cccnc2)C1 (centres undefined)
→ 0.8	-10	1	0.81	0.1	0.016	83	3	-4
(3) Cc1cc(NC(=O)Cn2nc(C(F)(F)F)c3c2CCCC3)no1
→ 0.4	6	-2	0.21	-0.1	0.95	110	4	3
(4) O=C(c1ccc(Cl)c(F)c1F)N1CCCC1
→ -0.6	-13	14	1.7	-0.5	-0.99	105	-16	3
(5) CCn1ncc(C2=NOC(C(=O)N3CCC(C(N)=O)CC3)C2)c1C (centres undefined)
→ 0.4	-8	4	-0.73	-1.2	-0.25	91	-10	-2
(6) Cc1ccc(-c2csc3nnc(SCC(=O)N4CCN(Cc5ccccc5)CC4)n23)cc1
→ 0.4	3	-2	-0.12	0.6	1.8	191	-13	4
(7) CC(=O)c1cc(C)ccc1OC(=O)c1cccc2nc(C)oc12
→ -0.1	1	6	-4.2*	-0.2	-0.31	89	-3	-13
(8) Nc1nc(CSc2ccccn2)nc(Nc2ccccc2)n1
→ /	13	-38	0.66	1.4	-0.27	94	/	/
(9) COc1cc(NC(=O)Nc2ccccc2OC)c(OC)cc1NC(=O)CN1CCCCC1
→ -1.3	-5	12	-0.13	0.1	-0.22	59	-17	3
(10) CC(C)CNc1nc2c(c(=O)n(C)c(=O)n2C)n1Cc1cccc(Br)c1
→ -3.9	-11	/	1.1	-0.1	0.092	117	-12	/
(11) Cc1[nH]c2ccccc2c1C(=O)CSc1ncn[nH]1
→ /	-10	9	-0.21	-0.5	0.027	101	/	/
(12) Cc1ccc(CNC(=O)CSc2ncccn2)cc1
→ /	-1	9	0.74	0.8	-0.17	95	/	/
(13) COCC(=O)/C=C1\Sc2ccccc2N1C
→ 0.2	-2	4	0.19	0.6	-0.18	128	-9	-6
(14) COc1ccccc1C(=O)N1CCCN(C(=O)c2ccccc2OC)CC1
→ -0.9	-11	12	1.8	-0.4	1.3	103	-14	-7
(15) C=CCSC1=C(C#N)C(c2ccc(OCC)cc2)CC(=O)N1 (centres undefined)
→ -0.9	5	8	-0.55	0.0	-0.87	66	2	-2
(16) CCNC(=O)CN(C1CCCCC1)S(=O)(=O)c1ccc(F)cc1
→ /	-6	16	-0.31	-0.8	-0.22	84	/	/
(17) CN1CCN(C(=O)c2cnn3c(C(F)F)cc(C4CC4)nc23)CC1
→ -1.0	0	13	-0.17	0.4	-0.46	89	-1	-4
(18) CCOC(=O)N1CCN(C(=O)c2cc(Cl)c(Cl)cc2C(=O)O)CC1
→ /	-9	18	1.3	0.0	4.6*	191	/	/
(19) COc1ccc(C(=O)Nc2ccc3c(c2)OCO3)cc1OC
→ -1.5	9	-6	0.083	-0.4	0.15	92	-15	16
(20) O=C1NC2=C(C(=O)c3ccccc32)C(c2ccccc2)N1 (centres undefined)
→ 0.4	-6	-3	0.78	0.5	0.73	111	-25	-4
(21) Cn1c(SCC(=O)c2cc3ccccc3o2)nnc1-c1ccccc1
→ -0.7	-1	7	-2*	-0.3	-0.055	65	1	-3
(22) CCOC(=O)c1sc(=S)n(-c2cc(OC)ccc2OC)c1N
→ 0.6	-6	2	-1.4	-1.1	0.44	114	-15	-4
(23) CSc1nc(N)nc(SCC(=O)CC(=O)OC(C)C)c1C#N
→ -1.6	0	/	-0.31	0.3	-0.48	122	-13	/
(24) COc1cc2c(C(=O)NCc3ccccn3)cn(C)c(=O)c2cc1OC
→ /	0	-6	-1.5	1.0	1.1	141	/	/
(25) Cc1oc(-c2ccccc2F)nc1CN1CCC(C(=O)NCc2ccco2)CC1
→ -0.1	2	11	-3.7*	-0.6	0.47	129	13	8
(26) CCOC(=O)C1CCN(C(=O)c2n[nH]c(=O)c3ccccc23)CC1
→ 1.0	1	7	0.61	-1.6	-0.74	83	-8	1
(27) CCCC12CN3CC(C)(CN(C1)C31C(=O)Nc3ccc(C)cc31)C2=O (centres undefined)
→ -0.2	4	6	0.53	-0.2	-0.24	81	/	-2
(28) O=C(CCc1nc2ccccc2c(=O)[nH]1)N1CCN(C/C=C/c2ccccc2)CC1
→ -1.5	-5	13	-0.84	-0.4	9.4*	103	21	9
(29) CC1(C)CC(NC(=O)CCc2ccccc2)CC(C)(C)N1
→ -0.2	-2	18	1.8	0.0	-0.057	95	8	-3
(30) CCOc1ccccc1-c1nc(SCC(=O)O)n[nH]1
→ -1.0	22	-5	0.75	-1.1	0.017	134	-20	-2

(listing goes on)
Letters: A = S1P3 ag; B = 5HT1E antag; C = HEK293 NFkB inh; D = M1 antag; E = 5HT1E ag; F = M1 ag; G = HER2 expr 66K; H = S1P1 ag-PAM; I = Jurkat tox 60K
31) CCOC(=O)C1=C(C)Nc2nc(C)nn2C1c1cc(OC)ccc1OC (centres undefined)
  A: -1.1 | B: 8 | C: 16 | D: -0.52 | E: 0.7 | F: -0.25 | G: 89 | H: 5 | I: -3
32) COc1ccc(C(CNC(=O)c2cc(C)oc2C)N2CCOCC2)cc1 (centres undefined)
  A: -0.8 | B: 8 | C: 16 | D: 0.41 | E: -0.5 | F: -0.39 | G: 75 | H: -5 | I: 0
33) CCC1Oc2ccccc2N(CC(=O)NCCCN2CCCCC2C)C1=O (centres undefined)
  A: 0.1 | B: 2 | C: -3 | D: -0.63 | E: -1.2 | F: -0.75 | G: 124 | H: -11 | I: -7
34) COC(=O)c1ccccc1NC(=O)c1ccccc1N(C)S(C)(=O)=O
  A: -0.8 | B: 3 | C: 2 | D: 0.14 | E: 0.6 | F: 0.44 | G: 126 | H: / | I: -3
35) COc1ccc2nc(NC3=NCCC3)sc2c1
  A: 0.0 | B: -9 | C: -31 | D: -0.018 | E: -1.8 | F: -1.8 | G: 92 | H: -1 | I: -5
36) CCOC(=O)Cc1nnc(NC(=O)C(CC)Sc2nncn2C)s1 (centres undefined)
  A: -0.4 | B: 0 | C: 0 | D: 1.4 | E: 0.3 | F: -0.18 | G: 86 | H: -6 | I: -1
37) CCN(CC)S(=O)(=O)c1cccc(C(=O)NCCCN2CCOCC2)c1
  A: -0.5 | B: 2 | C: 14 | D: 0.2 | E: -1.5 | F: 0.38 | G: 107 | H: -10 | I: 1
38) COc1ccc(N2CCN(CCNC(=O)CCCn3c(=O)[nH]c4cc(Cl)ccc4c3=O)CC2)cc1
  A: / | B: 1 | C: 8 | D: -0.0066 | E: 0.0 | F: -0.31 | G: 117 | H: / | I: /
39) O=C(NC1CCCC1)C1CCCN1C(=O)Nc1ccccc1Cl (centres undefined)
  A: -0.6 | B: -6 | C: 7 | D: 1.2 | E: 0.0 | F: 0.38 | G: 134 | H: -7 | I: -4
40) O=C(c1ccccc1-c1nc(-c2ccc(Cl)cc2)no1)N1CCCC1
  A: -0.6 | B: -23 | C: 1 | D: -1.2 | E: 1.0 | F: 0.11 | G: 80 | H: -21 | I: 0
41) COc1ccc(-n2c(Cc3cccn3C)nnc2SCC(=O)N2CCOCC2)cc1
  A: 0.3 | B: -7 | C: 12 | D: -0.061 | E: 0.3 | F: -0.16 | G: 82 | H: 4 | I: -14
42) CCOC(=O)c1sc(-c2ccccc2)cc1N
  A: -0.9 | B: 0 | C: -12 | D: -0.61 | E: -0.4 | F: 0.15 | G: 94 | H: -187 | I: -2
43) CCn1c(SCC(=O)Nc2cc(OC)ccc2OC)nnc1C1CCCCC1
  A: -0.3 | B: 14 | C: 12 | D: -0.12 | E: 0.6 | F: -0.11 | G: 79 | H: 7 | I: 8
44) CCOC(=O)C1CCN(c2c(N3CCCC(C(=O)OCC)C3)c(=O)c2=O)CC1 (centres undefined)
  A: -0.8 | B: -1 | C: 5 | D: -0.13 | E: 0.7 | F: 27* | G: 113 | H: 5 | I: -2
45) Cc1ccc(C2CC(C(F)(F)F)n3nc(C(=O)NCc4ccco4)cc3N2)cc1 (centres undefined)
  A: -0.8 | B: 11 | C: 10 | D: -0.13 | E: -0.2 | F: -0.29 | G: 70 | H: -1 | I: -2
46) Cc1noc(C)c1COc1ccc(C(=O)OCC(=O)N2CC3(C)CC2CC(C)(C)C3)cc1 (centres undefined)
  A: 1.2 | B: -12 | C: 1 | D: -3.3 | E: -0.4 | F: 0.21 | G: 84 | H: -14 | I: -4
47) COC(=O)C1=C(C)N(Cc2cccnc2)C(=O)C1
  A: -0.5 | B: 1 | C: 16 | D: / | E: 0.0 | F: / | G: 99 | H: -2 | I: 8

Laid out differently: results already given.
41. COc1ccc(-n2c(Cc3cccn3C)nnc2SCC(=O)N2CCOCC2)cc1
42. CCOC(=O)c1sc(-c2ccccc2)cc1N
Screen / compound no.	41	42
S1P3 ag	0.3	-0.9
5HT1E antag	-7	0
HEK293 NFkB inh	12	-12
M1 antag	-0.061	-0.61
5HT1E ag	0.3	-0.4
M1 ag	-0.16	0.15
HER2 expr 66K	82	94
S1P1 ag-PAM	4	-187
Jurkat tox 60K	-14	-2

From PubChem

This is a random part of the collection; overall some 9.2% were active at least once.
